# From PubChem BioAssay
# MBNL1 CUG block: blocks human MBNL1 binding to CUG repeat RNA. Q9NR56. AID 2675. Potency, µM (titrated, usually from 57.5 µM), without a hit: at the highest dose activity change, negative = inhibition, actives largely listed as inhibitors. 0.036% of 280,000 active. TR-FRET MBNL1-His/biotin-(CUG)12 binding, 665/545 ratio; active = well fitted inhibition curve with a large enough effect in the signal ratio, with a control signal flat, not every such curve was filed as active; inconclusive = small, poorly fitted or top-dose-only effect, or effect the other way, or a change in a side signal; inactive = no such curve, though single readings can be large or run the other way; the % refers to the signal ratio; note: potency is the fitted concentration of half-maximal effect; % is set by controls: 0 for no effect and ±100 for the full control effect
#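 MBNL1-His + Biotin-(CUG)12, cpd titration 92 nM–58 uM; Tb anti-His Ab 0.055 ng/ul, SA-XL665 5 nM (final); 60 min RT; ratiometric 665/545 nm, Ex 340 nm; normalized to buffer and full-complex controls.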
# GALK inh: galactokinase (human) inhibition; Purified GALK, Kinase-Glo residual ATP luminescence; Potency, µM (highest dose often 57.5 µM), without a hit: at the top dose activity change, negative = inhibition, actives largely listed as inhibitors; 0.007% of 270,000 active; AID 1868; note: potency is the fitted concentration of half-maximal effect; % is set by controls: 0 for no effect and ±100 for the full control effect
#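 Luminescence from leftover ATP (Ultra-Glo luciferase/luciferin) served as read-out after a 1 h room-temperature reaction of 5 nM GALK with 35 uM ATP and 100 uM galactose.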
# TSHR antag: human thyrotropin receptor antagonism. P16473. TSHR-expressing cells, TSH-stimulated cAMP HTRF, 2 h; active compounds read low. activity change, negative = inhibition, % at 11.5 µM. 0.2% of 330,000 active;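 active = activity change below a set negative limit, meaning inhibition stronger than a set level, cut at about -70% in these data; inconclusive = activity change between two set negative limits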; note: % is set by controls: 0 for no effect and ±100 for the full control effect
# Target sequence (P16473 whole entry, looked up): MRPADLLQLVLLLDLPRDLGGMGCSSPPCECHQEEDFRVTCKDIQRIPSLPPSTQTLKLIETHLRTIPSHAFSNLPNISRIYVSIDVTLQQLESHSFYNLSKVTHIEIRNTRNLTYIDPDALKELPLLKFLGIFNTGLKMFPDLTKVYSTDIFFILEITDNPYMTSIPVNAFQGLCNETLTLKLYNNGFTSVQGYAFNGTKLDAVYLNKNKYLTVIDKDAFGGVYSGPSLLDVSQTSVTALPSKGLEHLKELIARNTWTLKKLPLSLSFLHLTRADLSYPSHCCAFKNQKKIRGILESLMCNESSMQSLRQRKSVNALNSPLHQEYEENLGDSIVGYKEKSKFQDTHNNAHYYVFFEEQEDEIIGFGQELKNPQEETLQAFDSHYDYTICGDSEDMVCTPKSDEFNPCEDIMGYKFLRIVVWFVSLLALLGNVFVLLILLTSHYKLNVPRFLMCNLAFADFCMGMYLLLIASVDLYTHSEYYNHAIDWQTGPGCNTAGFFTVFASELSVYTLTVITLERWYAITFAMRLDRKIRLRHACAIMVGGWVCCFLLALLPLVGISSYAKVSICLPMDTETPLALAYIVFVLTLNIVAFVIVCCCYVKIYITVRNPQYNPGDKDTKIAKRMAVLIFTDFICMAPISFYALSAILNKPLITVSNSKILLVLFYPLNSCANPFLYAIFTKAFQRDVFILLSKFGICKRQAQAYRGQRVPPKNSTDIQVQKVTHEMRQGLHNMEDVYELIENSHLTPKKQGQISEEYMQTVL
#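 TSHR-expressing cells, 200/well, pre-treated with compound, then stimulated with EC80 TSH (4nM final) for 2 hours at 37 deg C. cAMP measured by competitive HTRF: anti-cAMP cryptate antibody in lysis buffer plus cAMP-d2, read after 30 minutes at room temperature.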
# KCNH2 WT inh: blocks the wildtype human KCNH2 potassium channel. U2OS, BacMam KCNH2, thallium flux FluxOr; active compounds read low. 0.37% of 340,000 active. Q12809. activity change, % at 1.84 µM;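 active = maximum activity change below -70%; inconclusive = maximum activity change between -70% and -50%; inactive = maximum activity change above -50%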; note: % is set by controls: 0 for no effect and ±100 for the full control effect
#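 U2OS cells were transduced with wild-type KCNH2 virus (2.03 x 10^8 / mL) for 4 h at room temperature, then cultured overnight at 37 C. Thallium flux was read with FluxOr dye. Rate constants were normalized to DMSO controls.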
# Mito fusion yeast: blocks mitochondrial division or promotes mitochondrial fusion | Potency, µM (titrated, usually from 46.1 µM), for the others: at the top dose growth rescue (activation), hits mostly activators | 0.23% of 320,000 active | AID 485298 | S. cerevisiae fusion-defective mutant growth rescue, CellTiterGlo 48 h;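 note: potency is the fitted concentration of half-maximal effect; % of control where 0% means no effect; nearly all actives have a fitted effect of over 45% in size; temperature-sensitive fusion mutants such as fzo1-1 at 37 °C on non-fermentable ethanol glycerol medium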
#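 Compounds are tested for their ability to restore growth of mitochondrial fusion-defective yeast strains at non-permissive 37C in YPEG medium over 48 hours. Viability is quantified by luciferase luminescence.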
# PKM2 act: increases activity of human pyruvate kinase M2; AID 1631; purified PKM2, Kinase-Glo ATP luminescence, activation; response scale: 0% is enzyme alone, no compound; P14618; Potency, µM (highest dose often 57.5 µM), for the others: at the top dose activation, usual class: activators; 0.34% of 260,000 active; note: potency is the fitted concentration of half-maximal effect; % is set by controls: 0 for no effect and ±100 for the full control effect; nearly all actives have a fitted effect of over 55% in size
#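 ATP formation by purified human PK-M2, quantified via coupled luciferase luminescence after 1 h at room temperature with 0.1 mM ADP and 0.5 mM PEP final.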
# Eya2 inh: blocks the phosphatase activity of human Eya2 | Potency, µM (highest dose often 76.9 µM), for the others: top-dose activity, negative = inhibition, actives largely listed as inhibitors | AID 488837 | 0.006% of 330,000 active | recombinant Eya2, OMFP fluorescence dephosphorylation (OMFP is methylfluorescein phosphate); note: potency is the fitted concentration of half-maximal effect; % is set by controls: 0 for no effect and ±100 for the full control effect
#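 Eya2 protein (added as 0.2 uM solution) was preincubated with compound for 10 min at ambient temperature in 50 mM HEPES pH 7.5, 50 mM NaCl, 5 uM MgCl2, 0.05% BSA, 1 mM DTT. OMFP (added at 50 uM) then reacted 10 min; fluorescence read at 485/525 nm.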
# ASM inhibitor: blocks human secretory acid sphingomyelinase; Potency, µM (doses to about 57.5 µM), for inactives: at the highest dose activity change, negative = inhibition, most hits filed as inhibitors; AID 504937; P17405; placental ASM, HMU-PC fluorogenic substrate, 60 min; 0.006% of 340,000 active; note: potency is the fitted concentration of half-maximal effect
#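 Steps: dispense placental human ASM, pin compound, wait 10 min at room temperature, add HMU-PC0 substrate at 9 uM final, incubate 60 min at 37 °C, add stop solution raising pH to 10, read fluorescence.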
# Chronic BCR inh: blocks chronic active B-cell receptor signaling; ABC-DLBCL IkBa-CBG/CBR reporter, luminescence ratio, 4 h; Potency, µM (titrated, usually from 46.1 µM), for inactives: at the highest dose ratio change, negative = lower green/red ratio, actives largely listed as inhibitors; 0.05% of 340,000 active; AID 493014; active = well fitted inhibition curve with a large enough effect in the signal ratio, with a control signal flat, not every such curve was filed as active; inconclusive = small, poorly fitted or top-dose-only effect, or effect the other way, or a change in a side signal; the % refers to the signal ratio;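 note: potency is the fitted concentration of half-maximal effect; plate controls were basal doxycycline-induced cells for no effect and cells given 10 µM MG132 for full effect; MG132 reads +100%, hits lower the ratio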
#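 Concentration-response series (up to 46 uM) were applied to TMD8 dual-reporter cells for 4 h at 37C with doxycycline. Green/red ratio, after filter-overlap correction, defined %Activity; red signal alone was normalised to basal cells and zero luminescence.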
# USP2a inh: blocks human ubiquitin-specific protease USP2a. O75604. USP2 core, Ub-CHOP2 coupled fluorogenic reporter, 485/531. Potency, µM (highest dose often 38.3 µM), without a hit: top-dose activity change, negative = inhibition, most hits filed as inhibitors. 0.01% of 330,000 active. AID 463254;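 note: potency is the fitted concentration of half-maximal effect; plate controls were DMSO wells for no effect and full inhibition by NEM control for full effect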
#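 USP2 core (10nM final) preincubated 30min RT with compound in 20mM Tris-HCl pH 8.0, 2mM CaCl2, 2mM beta-mercaptoethanol, 0.05% CHAPS; 25nM Ub-CHOP2 plus 25nM reporter substrate added, fluorescence (Ex485/Em531) read after 60min.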
# Menin-MLL TR inh: inhibitors of human menin-MLL interaction, mutant MLL peptide | Menin + Texas Red MLL mutant peptide, fluorescence polarization | O00255 | 0.23% of 270,000 active | Potency, µM (doses to about 61.6 µM), for inactives: at the top dose FP activity change, negative = inhibition, hits mostly inhibitors | AID 1768; active = well fitted inhibition curve with a large enough effect in the polarisation, with a control signal flat, not every such curve was filed as active; inconclusive = small, poorly fitted or top-dose-only effect, or effect the other way, or a change in a side signal; inactive = no such curve, though single readings can be large or run the other way; the % refers to the polarisation; note: potency is the fitted concentration of half-maximal effect; % of control where 0% means no effect; many of its hits are not listed in these tables
# * = called active by the depositor; ? = inconclusive; · = no result given; [ ] = remark or other dose. Unless noted, calls come from the whole dose curve; as a rule, active = well fitted curve in the direction sought with a large enough effect; inconclusive = small, poorly fitted or top-dose-only effect, or another doubt; inactive = no such curve, though single readings can be large; an effect the other way counts as inactive or inconclusive. This is a subset; the hit share may differ from the screen's.
SMILES,MBNL1 CUG block,GALK inh,TSHR antag,KCNH2 WT inh,Mito fusion yeast,PKM2 act,Eya2 inh,ASM inhibitor,Chronic BCR inh,USP2a inh,Menin-MLL TR inh
COc1ccc(CCNC(=O)c2noc(C(C)C)c2[N+](=O)[O-])cc1OC,17%,-5%,1,7,-26%,·,11%,-4%,?,8%,5%
C=CCOc1ccc(CNCCO)cc1OCC,6%,·,-9,-11,-3%,0%,-1%,6%,0%,4%,-12%
O=C(CCc1ccccc1)Nc1ccc(S(=O)(=O)NC2=NCCCCC2)cc1,·,·,-3,5,·,·,3%,-5%,-5%,3%,·
Oc1ccccc1-c1cc(C(F)(F)F)[nH]n1,-1%,5%,0,·,7%,-1%,-25%,·,2%,9%,·
CSc1nc(C)c(Cc2ccccc2)c(=O)[nH]1,-7%,3%,2,6,1%,-4%,7%,5%,-1%,5%,0%
CN(C)c1ccc2c3c(ccc(N(C)C)c13)COC2,2%,1%,23,-1,-6%,-14%,14%,3%,0%,1%,25%
CC(C)Cn1c(NCCO)nc2ccccc21,-1%,-2%,-9,-2,1%,1%,-38%,5%,3%,1%,6%
COC(=O)c1ccccc1NC(=O)CSc1nnnn1CC(=O)O,8%,6%,-5,1,-3%,·,-19%,5%,-7%,1%,8%
CC(C)Cc1nc2oc3c(N4CCN(CCO)CC4)ncnc3c2c2c1CCCC2,-2%,1%,1,2,1%,2%,34%,-23%,-4%,0%,-29%
COC(=O)c1sccc1NC(=S)Nc1ccc(C)cc1,8%,-2%,-1,-1,-3%,20%,6%,-2%,?,0%,·
O=C(O)c1ccc(/C=C2\COc3ccccc3C2=O)cc1,-4%,-3%,-50,11,-19%,-15%,-1%,-3%,?,0%,-5%
O=C(CSc1nc2ccccc2s1)NC1CCCc2ccccc21 (stereo not drawn),2%,-1%,-3,-1,?,2%,0%,-3%,2%,2%,-1%
Cc1c(OCC(=O)N[C@@H](CSCc2ccccc2)C(=O)O)ccc2c3c(c(=O)oc12)CCC3,1%,·,-8,-5,-3%,3%,-15%,7%,-1%,3%,-10%
Cc1noc(C)c1C(=O)N1CCC(CO)(Cc2ccccc2)CC1,5%,-2%,-31,-10,4%,2%,-9%,4%,?,1%,-18%
CCOc1ccc(NC(=O)Nc2cnccn2)cc1,-4%,1%,-1,-7,-3%,-4%,3%,0%,21%,3%,-8%
COc1ccc(NC(=O)CN(c2cc(C)cc(C)c2)S(=O)(=O)c2c(C)noc2C)cc1,0%,2%,0,-16,0%,-1%,8%,-5%,?,-2%,5%
COc1ccc(CCNC(=O)CC2SC(=NCc3ccccc3OC)NC2=O)cc1 (stereo not drawn),-4%,-3%,-13,-3,-3%,13%,5%,2%,-4%,0%,6%
COc1ccc(N2CCN(C(=O)c3ccc(SC)cc3OC)CC2)cc1,-1%,0%,0,18,0%,1%,3%,0%,0%,1%,-9%
Cc1cc(=O)oc2c(C)c(OCC(=O)c3ccccc3)ccc12,-5%,-1%,-6,-11,0%,0%,12%,7%,4%,1%,-1%
COc1ccc(CNC(=O)C2CCCN(C(=O)Nc3ccc(OC)cc3)C2)cc1 (stereo not drawn),-5%,1%,12,4,4%,-1%,8%,-1%,-20%,-1%,12%
COc1ccc(/C=C(\NC(=O)c2ccc(C)cc2)C(=O)NCCCn2ccnc2)cc1OC,10%,6%,-2,2,7%,·,-18%,11%,0%,0%,·
COc1ccccc1NC(=O)CCSc1nc(C)cc(C)n1,8%,3%,0,-1,3%,-1%,8%,-1%,-25%,-1%,2%
COc1ccc(/C=C/c2c(-c3ccc(OC)cc3)oc3ccc(-c4ccc(OC)cc4)cc23)cc1,-3%,·,-11,5,1%,0%,-18%,174%[activator],1%,3%,?
CC(C)CNC(=O)c1ccccc1NC(=O)c1ccccc1N(C)S(C)(=O)=O,2%,0%,-2,-3,?,3%,-3%,2%,-10%,4%,8%
CN(C)CCNS(=O)(=O)c1ccc2c3c(cccc13)C(=O)N2,?,-2%,-1,5,-1%,4%,-2%,81%[activator],-16%,-1%,-3%
O=C(NC(=S)Nc1cc(S(=O)(=O)N2CCOCC2)ccc1N1CCOCC1)C1CCCC1,9%,-1%,-9,·,-5%,-4%,6%,·,-6%,7%,-1%
CSc1c(-c2ccccn2)c(N)nn1C(=O)C1CCC1,-6%,·,-3,-5,-6%,?,2%,-3%,?,-3%,·
COc1ccccc1CCNC(=O)c1cccc(S(=O)(=O)N2CCc3ccccc3C2)c1,·,·,-7,-5,4%,·,5%,-8%,-6%,-10%,·
C=CCNC(=O)C1CCC(C(=O)NCC=C)CC1 (stereo not drawn),-5%,-3%,-1,18,-6%,3%,0%,6%,4%,3%,-1%
CC(C)(C)OC(=O)N[C@H](Cc1ccccc1)C(=O)N1CCC[C@@H]1C(=O)O,2%,2%,-3,7,-25%,·,-5%,2%,2%,0%,0%
CCOC(=O)c1c(C2CC2)csc1NC(C)=O,-1%,0%,-1,4,1%,-1%,1%,-1%,4%,-3%,0%
COc1cccc(C(C(=O)NC2CCCCC2)N(CCN2CCOCC2)C(=O)C2COc3ccccc3O2)c1 (stereo not drawn),-6%,3%,10,11,4%,0%,-1%,5%,6%,2%,-8%
O=C(O)c1ccc(S(=O)(=O)c2ccc3c(c2)C(=O)N(Cc2ccco2)C3=O)cc1,?,0%,14,2,-3%,9%,19%,0%,-1%,-1%,10%
O=C(CSc1nnnn1-c1ccc(Cl)cc1)N1CCc2ccccc2C1,-10%,4%,6,21,7%,-1%,5%,-8%,-8%,-5%,0%
Cc1ccc(C(C2=C(O)CC(C)(C)CC2=O)C2C(=O)CC(C)(C)CC2=O)o1 (stereo not drawn),-3%,3%,8,5,2%,27%,-9%,1%,-2%,2%,-1%
Cc1ccc(CSc2ccc3nnc(-c4cccnc4)n3n2)cc1,15%,1%,12,-1,15%,13%,10%,-6%,-27%,3%,-13%
COc1ccc(N2C(=O)CSC23CCCCC3)cc1,-11%,-4%,34,8,3%,-13%,-4%,-3%,?,0%,-16%
Cc1cc(NC(=O)CSc2n[nH]c(CC(C)C)n2)no1,-3%,1%,21,-6,-4%,-6%,15%,1%,?,1%,12%
O=C1c2ccccc2C(O)N1Cc1ccco1 (stereo not drawn),-11%,0%,2,19,-1%,?,4%,5%,-2%,0%,1%
CC(=O)c1sc2nc(-c3cccs3)cc(C(F)(F)F)c2c1N,27%,1%,4,-5,0%,-5%,11%,-1%,2%,6%,0%
COCCOC(=O)c1c(NC(=O)COC(=O)Cc2cccc(OC)c2)sc(C(N)=O)c1C,48%[activator],7%,10,24,3%,-13%,-8%,4%,-3%,0%,·
Cc1cccc(NC(=O)C2CCN(S(=O)(=O)c3c(C)nn(C)c3C)CC2)n1,-2%,2%,9,-5,-2%,6%,11%,5%,-5%,2%,12%
CSc1cccc(NC(=O)CCCOc2ccc(Cl)cc2C)c1,3%,-1%,-15,1,?,-5%,5%,-8%,21%,1%,?
CCN1CCN(S(=O)(=O)c2cc(OCC(=O)NC3CCCCC3)c(C)cc2Cl)CC1,3%,1%,-18,13,-7%,0%,-10%,6%,?,1%,6%
COc1ccccc1C(=O)NC(CCSC)C(=O)OC(C)C(N)=O (stereo not drawn),·,-2%,-14,26,5%,1%,2%,-1%,?,-1%,6%
CCc1cccc(C)c1NC(=O)CSc1nnc(-c2ccco2)n1N,-6%,0%,-4,9,3%,0%,-2%,6%,6%,0%,3%
O=C(CSc1nccc(=O)[nH]1)Nc1ccc(F)c(Cl)c1,-12%,-3%,-9,16,-6%,-9%,0%,1%,3%,1%,2%
